Screening results deposited in PubChem BioAssay by National Center for Advancing Translational Sciences (NCATS).
TDP1 inh = qHTS Assay for Inhibitors of Tyrosyl-DNA Phosphodiesterase (TDP1); recombinant TDP1, AlphaScreen DNA substrate cleavage; 350,000 tested, 0.28% active; Potency, µM (titrated, usually from 130 µM), for the others: at the top dose activity change, negative = inhibition, hits mostly inhibitors; Tyrosyl-DNA phosphodiesterase 1 (Homo sapiens), Q9NUW8; AID 485290, 2010; note: nearly all actives have a fitted effect of over 40% in size
Target sequence (Q9NUW8 whole entry, looked up): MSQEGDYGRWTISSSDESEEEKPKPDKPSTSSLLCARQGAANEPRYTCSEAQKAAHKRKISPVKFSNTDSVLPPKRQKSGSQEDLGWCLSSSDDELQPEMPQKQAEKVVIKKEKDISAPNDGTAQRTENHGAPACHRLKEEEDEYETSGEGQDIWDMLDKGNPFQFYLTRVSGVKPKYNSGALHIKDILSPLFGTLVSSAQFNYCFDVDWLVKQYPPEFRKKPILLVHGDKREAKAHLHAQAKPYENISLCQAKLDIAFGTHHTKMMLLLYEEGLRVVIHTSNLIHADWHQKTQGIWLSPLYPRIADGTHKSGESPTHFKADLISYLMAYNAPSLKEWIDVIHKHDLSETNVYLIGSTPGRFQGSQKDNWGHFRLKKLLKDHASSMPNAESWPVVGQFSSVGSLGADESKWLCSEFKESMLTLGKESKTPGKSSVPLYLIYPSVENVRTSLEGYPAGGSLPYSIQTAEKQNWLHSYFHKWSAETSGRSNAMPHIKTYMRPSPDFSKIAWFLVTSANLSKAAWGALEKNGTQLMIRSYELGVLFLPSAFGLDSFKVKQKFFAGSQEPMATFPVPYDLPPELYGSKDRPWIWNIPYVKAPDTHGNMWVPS
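Steps: enzyme plus compound, 15 min RT; add biotin/phosphotyrosine-FITC oligonucleotide (15 nM final), react 5 min; add donor/acceptor beads (10 ug/ml final), 10 min; read AlphaScreen. Tdp1 at 1 nM final.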
DT40 TDP1 no CPT = qHTS for Inhibitors of human tyrosyl-DNA phosphodiesterase 1 (TDP1): qHTS in cells in absence of CPT; DT40 Tdp1-/- hTDP1 cells, no CPT, ATP luminescence, 48 h; Potency, µM (top dose mostly 46.2 µM), without a hit: top-dose activity change, negative = growth inhibition, hits mostly inhibitors; 420,000 tested, 15% active; note: nearly all actives have a fitted effect of over 55% in size
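Compound effects on proliferation are scored in DT40 Tdp1-/-;hTDP1 cells in the absence of CPT. ATP levels (CellTiter-Glo luminescence) are recorded after a ≥48 hr, 37 °C incubation.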
TDP1 cell CPT = qHTS for Inhibitors of human tyrosyl-DNA phosphodiesterase 1 (TDP1): qHTS in cells in presence of CPT; chicken DT40 Tdp1-/-;hTDP1 cells + 20 nM CPT, ATP luminescence, 48 h; Potency, µM (series often up to 46.2 µM), for inactives: at the top dose activity change, negative = growth inhibition, most hits filed as inhibitors; 420,000 tested, 12% active; note: nearly all actives have a fitted effect of over 55% in size
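Cell growth measured by CellTiter-Glo luminescence after a minimum 48 h, 37 C compound exposure with 20 nM CPT in Tdp1-knockout DT40 cells stably expressing hTDP1, seeded 400/well; qHTS titration format.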
Starred values were filed as active, the others as inactive; ? = inconclusive; . = no result given; & = joins results of further samples; [ ] = another dose, or the depositor's remark. Calls come from the whole dose curve; as a rule, active = well fitted curve in the direction sought with a large enough effect; inconclusive = small, poorly fitted or top-dose-only effect, or another doubt; inactive = no such curve, though single readings can be large; an effect the other way counts as inactive or inconclusive. % is set by controls: 0 for no effect and ±100 for the full control effect; potency is the fitted concentration of half-maximal effect. Outcome played no part in choosing rows; overall some 18% were active at least once.

SMILES | TDP1 inh | DT40 TDP1 no CPT | TDP1 cell CPT
COc1ccc(NC(=O)CN2C(=O)CCn3nc(-c4cccn4C)cc32)cc1 | 7% | 8% | 2%
Cc1ccc(C)c(OC(=O)c2cncc(Br)c2)c1 | 3% | -2% | -2%
CC(CN1CCCCC1)OC(=O)c1ccc(Cl)cc1Cl (stereo not drawn) | 2% | -13% | -8%
O=C1NC(=S)N/C1=C/c1cccc2ccccc12 | . | -19% | ?
O=C(c1ccco1)N1CCN(C(=O)c2ccccc2OC(=O)C23CC4CC(CC(C4)C2)C3)CC1 | 6% | ? | ?
CCOC(=O)C(C)On1c(-c2cccc(Cl)c2)nc2ccc([N+](=O)[O-])cc21 (stereo not drawn) | 10% | 21µM* | ?
O=C(CNC(=O)C1CCCCC1)OCC(=O)c1ccc(F)cc1 | 0%&1% | 0%&-6% | -26%&5%
Cc1ccc(S(N)(=O)=O)cc1NC(=O)C1CC2CCC1C2 (stereo not drawn) | 3% | 18% | -24%
O=C(c1ccccc1NS(=O)(=O)c1cccc2cccnc12)N1CCOCC1 | 0% | -3% | 10%
CC1Cc2ccccc2N1S(=O)(=O)c1cccs1 (stereo not drawn) | 5% | 16µM* | 21µM*
COc1ccc(C(=O)c2c3ccc(OC)cc3[n+]([O-])n2Cc2ccc(C(N)=O)cc2)cc1 | 3% | ? | ?
O=[N+]([O-])c1cc(Cc2ccccc2)cc(C=Nc2ccc(N3CCOCC3)cc2)c1O | 11% | 0% | 6%
CCN(C(=O)COC(=O)c1ncc(Cl)c(Cl)c1Cl)c1c(N)n(Cc2ccccc2)c(=O)[nH]c1=O | . | -22% | ?
CC/C=C/C(=O)N1CC2(CC(c3cccc(NC(=O)CC(c4ccccc4)c4ccccc4)c3)=NO2)C[C@@H]1C(N)=O (stereo partly drawn) | 5% | 16µM* | -86%
CCc1c(C)c(C#N)c2nc3ccccc3n2c1NCCOC | . | 0% | 4%

Reprinted from the results shown (13 entries):
SMILES | TDP1 inh | DT40 TDP1 no CPT | TDP1 cell CPT
COc1ccc(NC(=O)CN2C(=O)CCn3nc(-c4cccn4C)cc32)cc1 | 7% | 8% | 2%
Cc1ccc(C)c(OC(=O)c2cncc(Br)c2)c1 | 3% | -2% | -2%
CC(CN1CCCCC1)OC(=O)c1ccc(Cl)cc1Cl (stereo not drawn) | 2% | -13% | -8%
O=C1NC(=S)N/C1=C/c1cccc2ccccc12 | . | -19% | ?
O=C(c1ccco1)N1CCN(C(=O)c2ccccc2OC(=O)C23CC4CC(CC(C4)C2)C3)CC1 | 6% | ? | ?
CCOC(=O)C(C)On1c(-c2cccc(Cl)c2)nc2ccc([N+](=O)[O-])cc21 (stereo not drawn) | 10% | 21µM* | ?
O=C(CNC(=O)C1CCCCC1)OCC(=O)c1ccc(F)cc1 | 0%&1% | 0%&-6% | -26%&5%
Cc1ccc(S(N)(=O)=O)cc1NC(=O)C1CC2CCC1C2 (stereo not drawn) | 3% | 18% | -24%
O=C(c1ccccc1NS(=O)(=O)c1cccc2cccnc12)N1CCOCC1 | 0% | -3% | 10%
CC1Cc2ccccc2N1S(=O)(=O)c1cccs1 (stereo not drawn) | 5% | 16µM* | 21µM*
COc1ccc(C(=O)c2c3ccc(OC)cc3[n+]([O-])n2Cc2ccc(C(N)=O)cc2)cc1 | 3% | ? | ?
O=[N+]([O-])c1cc(Cc2ccccc2)cc(C=Nc2ccc(N3CCOCC3)cc2)c1O | 11% | 0% | 6%
CCN(C(=O)COC(=O)c1ncc(Cl)c(Cl)c1Cl)c1c(N)n(Cc2ccccc2)c(=O)[nH]c1=O | . | -22% | ?

(more compounds)
SMILES | TDP1 inh | DT40 TDP1 no CPT | TDP1 cell CPT
Cn1cnnc1SCc1ccc(-c2ccc(Br)cc2)o1 | 5% | ? | ?
Cn1nc(-c2ccccc2)c(COC(=O)c2cccc(Cl)c2)c1S(=O)(=O)c1ccccc1 | 3% | ? | ?
CCOC(=O)C1=CC[C@H]2c3c(c4ccccc4n3C)C[C@H]1N2C | 3% | ? | 29µM*
CCS(=O)(=O)N1CCC(c2nc(-c3ccc(C(F)(F)F)cc3)no2)CC1 | 5% | 14µM* | 8.9µM*
CC(C)N(Cc1cn[nH]c1-c1ccc(-c2ccccc2)cc1)Cc1nccn1C | 5% | ? | ?
COc1ccc(C(CC(=O)O)c2ccc3c(c2)OCO3)cc1 (stereo not drawn) | . | 6% | 19%
C=CCn1c(CSc2nc3ccccc3s2)nnc1SCC(=O)NCc1cccnc1 | 3% | -16% | -21%
CCOC(=O)c1c(/N=C/C2C(=O)CC(C)(C)CC2=O)sc(C)c1C | -3% | -4% | -9%
O=C(c1c(F)c(F)c(F)c(F)c1F)N1CCc2ccccc21 | . | ? | ?
O=C(N/N=C\c1cc(Br)c(Br)o1)c1cncc(Br)c1 | 2% | ? | ?
O=[N+]([O-])c1ccc(COc2cccc(CN3CCCC3)c2)cc1 | . | ? | ?
Clc1cccc(Cn2ncc3ccccc32)c1 | . | -15% | -16%
CC1CCCCN1C(=O)C1CC(c2ccc(F)cc2)=NO1 (stereo not drawn) | 1% | -18% | -17%
Cc1cccc(C(=O)OCC(=O)c2cccc(Br)c2)c1O | 2% | 8% | -6%
CC1(c2ccccc2)CC(C)(C)N2C(=O)C3(C(C#N)=C(N)Oc4cc(O)ccc43)c3cccc1c32 (stereo not drawn) | 10% | ? | ?
Clc1ccc(Sc2ccc(/C=N/n3cnnc3)o2)cc1 | 4% | -24% | -7%
CCOC(=O)CNC(=O)C(Cc1ccccc1)NS(=O)(=O)c1cccs1 (stereo not drawn) | 2% | -5% | -24%
Cc1cc(Br)ccc1NC(=O)CNC(=O)COc1ccccc1C | . | -24% | -2%
COc1ccc(-c2nc3cnc(OC)nc3n(C3CC3)c2=O)cc1 | . | -18% | 4%
CCOc1ccccc1NS(=O)(=O)c1ccc2c(c1)CC(C)N2C(=O)C1CCC1 (stereo not drawn) | 6% | 15µM* | 23µM*
CC1CC1C(=O)OCC(=O)NC(=O)c1ccccc1 (stereo not drawn) | 2% | 11% | 10%
COC(=O)[C@@]12C[C@@H](CC(=O)N3CCOCC3)C(=O)N(Cc3ccccc3)C1=CCC(C)(C)C2 | . | ? | -7%
COc1c(C=O)cc2c3c1CCCN3CCC2 | . | ? | -6%
COc1ccccc1NC(=O)C(=O)NCCC1CCCCN1S(=O)(=O)c1cccs1 (stereo not drawn) | 0% | 18µM* | 29µM*
COc1ccc(C2CC(c3ccc4ccccc4c3)=NN2C(=O)COC(=O)C2CCC(=O)N2)cc1 (stereo not drawn) | 3% | ? | 16µM*
Cc1ccccc1-c1nnn(Cc2ccc(F)cc2Cl)n1 | . | 3% | -6%
CCCc1nnc(NC(=S)Nc2ccccc2)s1 | 5% | 3.3µM* | 4.6µM*
CN1C[C@@H]2C(c3ccccc3)C3(c4cccnc4)CC2(C3)[C@H]1c1ccccc1 (stereo partly drawn) | 7%&5% | -29% | -26%
O=C(NC1CCCC1)C1c2ccccc2OCC(=O)N1Cc1ccc2c(c1)OCO2 (stereo not drawn) | . | ? | -7%
Cc1cc(C)nc(N2C(=O)CC(C(C)c3ccccc3)C2=O)n1 (stereo not drawn) | 2% | -17% | 5%
Cc1ccc(F)cc1N=Cc1c(O)c2ccccc2oc1=O | 5% | 2% | -2%
COc1ccc(N(C(=O)CNS(=O)(=O)c2ccccc2)C(C(=O)NCc2ccco2)C(C)C)cc1 (stereo not drawn) | -2% | -15% | 7%
Cc1ccccc1NC(=O)Cn1c(=O)sc2ccccc21 | -1% | -10% | -3%
On1c(-c2ccccc2)nc2ccccc21 | . | 5% | 1%
O=C(Cc1ccc(NC(=O)C2CCCN(C(=O)C3CCC3)C2)cc1)Nc1ccc(C(=O)N2CCOCC2)cc1 (stereo not drawn) | . | 1% | -30%
CCOC(=O)CNC(=S)n1cnc(N)n1 | 3% | ? | -16%
Cc1ccc(N=Cc2c(O)[nH]c3ccccc23)c([N+](=O)[O-])c1 | -3% | -2% | -13%
OCC[C@H]1C[C@H](O)[C@@H](O)[C@@]2(OCCCc3ccccc32)O1 | . | -2% | 9%
Cc1cc(C)c(C#N)c(SCc2ccc([N+](=O)[O-])cc2)n1 | 2% | 23% | 1%
Cc1ccc2c(c1)nnn2C1CCN(CC(=O)Nc2ccc3c(c2)OCCO3)CC1 | 8% | -8% | 5%
COc1cc(SC)ccc1C(=O)NCC1CCCO1 (stereo not drawn) | 3% | 16% | -10%
COc1ccc(OC[C@@H](O)CNC(=O)c2cccc3c2C(=O)c2ccc(Cl)cc2S3(=O)=O)cc1 | 4% | ? | -26%
O=c1c(CN2CCOc3ccc(CN4CCC(Oc5cccnc5)CC4)cc3C2)coc2ccccc12 | . | ? | 1%[9.04 µM]
Cc1cccc(C)c1NC(=O)c1ccc(-n2cnnn2)cc1 | 5% | -1% | -13%
O=C(/C=C/Nc1ccc(Br)cc1F)c1ccco1 | -10% | ? | -4%
Cn1nc(C(C)(C)C)cc1C(=O)N1CCCCC1c1cc(C(=O)Nc2ccccc2Cl)no1 (stereo not drawn) | . | 21µM* | 21µM*
O=C(CCc1nc2ccccc2c(=O)[nH]1)N1CCN(S(=O)(=O)c2ccccc2Br)CC1 | . | ? | 21µM*
CCc1nc2oc3cc(OC)ccc3c(=O)c2c(=O)n1Cc1ccco1 | . | -28% | -8%
Cc1ccc(-n2c(=O)[nH]c3cc(C(=O)NCc4ccccc4)ccc3c2=O)cc1 | 0% | -4% | -8%
CCCC(=O)N1c2nc(-c3ccco3)nn2C2(CCCCC2)[C@@H]2CCCC[C@@H]21 | -6% | ? | ?
CC(O)CC(=O)NOCc1ccccc1 (stereo not drawn) | . | 5% | 2%
C[C@@H]1CCCCO[C@H](CN(C)S(=O)(=O)c2cn(C)cn2)[C@@H](C)CN([C@H](C)CO)C(=O)c2cc(NC(=O)c3ccncc3)ccc2O1 | . | 6% | 5%
CC1CCN(C(=O)COC(=O)CNC(=O)C23CC4CC(CC(C4)C2)C3)CC1 | 0% | 1% | 3%
NC(=O)c1c(N)[nH]c(C(=O)c2ccccc2)c1-c1ccncc1 | . | -18% | 3%
C[C@@H]1ON(C)[C@H]2C[C@H]3c4[nH]c5ccc(-c6ccc7c(c6)OCO7)cc5c4CCN3C(=O)[C@@H]12 | . | 9.2µM* | 13µM*
COc1cc(OC)cc(C(=O)N[C@H](C(=O)NCc2ccco2)C(C)C)c1 | 0% | 15µM* | 29µM*
CCOc1ccc(OCC(=O)N(C)c2c(N)n(Cc3ccccc3)c(=O)[nH]c2=O)cc1 | . | -6% | -12%
O=S(=O)(c1cccc2nsnc12)N1CCOCC1 | 3% | 12% | 9%
O=C(NC(=S)NCCC1=CCCCC1)c1ccc(Br)o1 | 2% | -26% | ?
COc1cccc(C(=O)Nc2ccccc2-c2nnc(-c3cc(OC)ccc3Br)o2)c1 | -1% | ? | ?

Next results
SMILES | TDP1 inh | DT40 TDP1 no CPT | TDP1 cell CPT
CCn1cc(/C=C(\NC(=O)c2ccc(OC)c(OC)c2)C(=O)N2CCN(C)CC2)c2ccccc21 | 6% | 8% | ?
O=C(Nc1nccs1)c1ccc(N2CCOCC2)c([N+](=O)[O-])c1 | 10% | 21µM* | ?
COc1cccc(NC(=O)c2oc3ccccc3c2NC(=O)C2CC2)c1 | 3% | ? | ?
CSc1ccccc1NC(=O)c1ccc(Br)o1 | 1% | -12% | -5%
CCc1cccc2c1NC(=O)C2(O)CC(=O)c1cccs1 (stereo not drawn) | 5% | -19% | 4%
CCN(Cc1ccccc1)Cc1c(F)cccc1F | -2% | -30% | ?
CC(=O)Nc1ccc(NC(=O)c2ccccc2CCc2ccccc2)cc1 | 1% | -2% | -3%
C=CCN1C(=O)N/C(=C/c2ccccc2OCC(=O)Nc2ccc(F)cc2)C1=O | 5% | ? | ?
CCC(=O)Nc1c2c(nn1-c1ccc(C)cc1C)CSC2 | 3% | 2% | -7%
O=c1ccc(-c2ccc(S(=O)(=O)Nc3ccccc3)o2)n[nH]1 | 2% | -11% | -6%
COCC(C)NC(=O)NC1(C(F)(F)F)Oc2ccc(Cl)cc2O1 (stereo not drawn) | -5% | 13µM* | 13µM*
Cc1ccccc1C(=O)N/N=C/c1ccc([N+](=O)[O-])s1 | 4% | 13µM* | 16µM*
Cc1cc2ncn(C(=O)c3cc(-c4ccccc4)nc4ccccc34)c2cc1C | -1% | 6% | -1%
CCc1cccc(NC(=O)Cn2c(=O)n(CCc3ccc(OC)c(OC)c3)c(=O)c3ccccc32)c1 | 2% | -5% | -19%

Quoted at random: 2 records from the list.
SMILES | TDP1 inh | DT40 TDP1 no CPT | TDP1 cell CPT
CCN(Cc1ccccc1)Cc1c(F)cccc1F | -2% | -30% | ?
O=C(Nc1nccs1)c1ccc(N2CCOCC2)c([N+](=O)[O-])c1 | 10% | 21µM* | ?
